S3 lipid droplet: qHTS Assay for Lipid Storage Modulators in Drosophila S3 Cells; Drosophila S3 cells, BODIPY lipid droplet fluorescence, 18-24 h; cells fed with added oleic acid; lipid storage change, negative = inhibition, % at the top dose, mostly 46.1 µM; hits show Potency in µM; hit rate 0.64% among 320,000; AID 2685; active = well fitted inhibition curve with a large enough effect in the signal ratio, with a control signal flat, not every such curve was filed as active; inconclusive = small, poorly fitted or top-dose-only effect, or effect the other way, or a change in a side signal; the % refers to the signal ratio
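Drosophila S3 cells got compounds at several concentrations plus oleic acid (400 uM solution). Laser-scanning cytometry with 488 nm excitation read lipid droplets at 500-530 nm and cells at 575-640 nm. Percent activity was relative to 20 uM Triacsin C.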
S3 lipid droplet cell count max: recorded beside S3 lipid droplet, whose call it bears; cell number change, %; measured here: cell count max response;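 cells counted by Cell Tracker Red CMTPX staining in the red channel; peak over a dose series mostly up to 46.1 µM; percent activity relative to internal control wells on each plate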
Numbers without * were called inactive; i = inactive; ? = inconclusive; . = no result given. % is scaled to controls: 0 for no effect and ±100 for the full control effect; potency is read from the fitted curve at half-maximal effect. Not all compounds are listed (hit frequency here may not be typical).

cpd	SMILES	S3 lipid droplet	S3 lipid droplet cell count max
1	O=C(Nc1ccc(Cc2ccncc2)cc1)c1ccc(Cl)c([N+](=O)[O-])c1	?	.
2	CSCCC(NS(=O)(=O)c1ccc(C)cc1)C(=O)N1CC=C(c2ccccc2)CC1 (stereo not given)	?	.
3	CCCCNc1nc(NC)nc(Cl)c1SC	?	.
4	O=C(CCCN1C(=O)/C(=C/c2cccs2)SC1=S)Nc1cccc(O)c1	?	.
5	COc1ccc(CNC(=O)CCSCc2cccc(Cl)c2)cc1	15%	2
6	Cn1cc(S(=O)(=O)NCC2CCCO2)c(=O)n(C)c1=O (stereo not given)	?	.
7	O=C(CNCc1ccncc1)Nc1cc(S(=O)(=O)N2CCCCC2)ccc1Cl	?	.
8	CC1=C(C(=O)N(C)C)C(c2cccs2)NC(=O)N1 (stereo not given)	4%	17
9	COc1ccc(-c2[nH]ncc2CN2CCN(Cc3cccs3)CC2)c(F)c1	i	6
10	Oc1c(Cl)cc(Cl)cc1C1=NNC(c2ccc(Cl)cc2)C1 (stereo not given)	?	.
11	CCCn1c(SCC(=O)c2ccc3c(c2)NC(=O)CO3)nc2ccccc21	?	.
12	COc1ccc(C2(O)CC3CCC(C2)N3c2nc(C)cc(C)c2C#N)cc1 (stereo not given)	?	.
13	Cc1ccc(NC(=O)c2cc(S(=O)(=O)N3CCOCC3)cs2)cc1	?	.
14	COCCNC(=S)Nc1ccc2nc(N3CCCC3)cc(C)c2c1	6%	-1
15	CCOC(=O)CCCn1ncn2c(cc3occc32)c1=O	?	.
16	Cc1ccc(S(=O)(=O)N(CC(=O)Nc2cccnc2)c2ccccc2C)cc1	?	.
17	CCOC(=O)c1c(NC(=O)CSc2nc(C)cc(C)c2C#N)sc(C(C)=O)c1C	?	.
18	Cc1noc(NS(=O)(=O)c2ccc(N/C=C/C(=O)c3cccnc3)cc2)c1C	?	.
19	O=C(Nc1ccccc1C(=O)N1CCOCC1)c1ccc(Cl)cc1	?	.
20	Cc1ccc(-c2cc(C(F)(F)F)n3ncc(C(=O)N4CCN(C)CC4)c3n2)cc1	4%	-8
21	CCCCCCCCCC(=O)N1c2ccccc2NC(=O)C1CC(=O)Nc1ccc(C(=O)O)cc1 (stereo not given)	4%	-11
22	Cc1ccc(NC(=O)[C@@H]2CCCN2C(=O)c2cccs2)cc1S(=O)(=O)N1CCCCC1	?	.
23	COc1ccc(-n2c(COc3cccc(C)c3)n[nH]c2=S)cc1	?	.
24	O=C(N/N=C/c1ccc(Cl)c([N+](=O)[O-])c1)c1cnccn1	?	.

Ordered by heavy-atom count (high to low): part of the list above.
cpd	SMILES	S3 lipid droplet	S3 lipid droplet cell count max
18	Cc1noc(NS(=O)(=O)c2ccc(N/C=C/C(=O)c3cccnc3)cc2)c1C	?	.
9	COc1ccc(-c2[nH]ncc2CN2CCN(Cc3cccs3)CC2)c(F)c1	i	6
24	O=C(N/N=C/c1ccc(Cl)c([N+](=O)[O-])c1)c1cnccn1	?	.

Further compounds:
cpd	SMILES	S3 lipid droplet	S3 lipid droplet cell count max
25	C/C(CC(=O)Nc1ccc(F)cc1)=N\NC(=O)c1ccccn1	8%	0
26	O=C(Cn1nnc(-c2ccc3c(c2)OCO3)n1)NCc1ccco1	?	.
27	CCOC(=O)c1c(C)nc2c(c1-c1ccc(Cl)cc1)C(=O)CC(C)(C)C2	14%	7
28	CC(C)CN(C(=O)COC(=O)c1ccc2c(c1)OCCO2)c1c(N)n(Cc2ccccc2)c(=O)[nH]c1=O	25%	-5
29	NC(=O)Nc1cc(Cl)ccc1Cl	?	.
30	Cc1nc(NC(=O)C2CC2)sc1C	?	.
31	CC(C)COC(=O)c1ccccc1OC(=O)c1ccncc1	?	.
32	CSc1ccc(CN(C)C(C)C(=O)NCc2ccccc2)cc1 (stereo not given)	-10%	-24
33	O=C(c1cc(F)c(F)cc1Cl)N1CCOCC1	?	.
34	COc1ccc(OC2C(=O)N(c3ccc(C)c(C)c3)C2c2ccc(OC)c(OC)c2)cc1 (stereo not given)	?	.
35	CNC(=O)NC(=O)CSc1cccc(C(F)(F)F)c1	?	.
36	Cc1nc2ccccc2c2oc(C(=O)N3CCC(C)CC3)cc12	?	.
37	O=C1c2ccccc2C(=O)C1c1ccccc1F	?	.
38	O=Cc1cc(Br)c(OC(=O)N2CCOCC2)c(Br)c1	?	.
39	O=C(Oc1ccc(Br)cc1)c1cccc(S(=O)(=O)N2CCOCC2)c1	?	.
40	c1ccc(N2N=C(c3cccs3)CC2c2ccco2)cc1 (stereo not given)	?	.
41	C/C(CCC(C)C)=N\NS(=O)(=O)c1ccc(C)c([N+](=O)[O-])c1	1%	10
42	COc1cccc(-c2nnc(SCC(N)=O)n2-c2ccc(Cl)cc2)c1	i	.
43	Cc1n[nH]c(C)c1S(=O)(=O)N(CC(=O)N1CCc2ccccc21)c1ccc(C(C)C)cc1	?	.
44	Cc1ccc(/C(O)=C2/C(=O)C(=O)N(c3ccccn3)C2c2ccc(F)cc2)cc1 (stereo not given)	?	.
45	C=CCOc1ccc(C(c2c(C)n(C)n(-c3ccccc3)c2=O)c2c(C)n(C)n(-c3ccccc3)c2=O)cc1	5%	-18
46	COc1ccc(-n2cnc3cc(NCc4cccs4)ccc32)cc1	?	.
47	CCC(=O)N1c2ccccc2NC2=C(C(=O)CCC2)C1c1ccccc1 (stereo not given)	?	.
48	O=C(N/N=C/c1ccco1)c1ccc(NC(=O)C2CC2)cc1	-2%	6

Structures shown so far with an aryl thioether with sulfur outside any ring, in the order listed:
cpd	SMILES	S3 lipid droplet	S3 lipid droplet cell count max
3	CCCCNc1nc(NC)nc(Cl)c1SC	?	.
11	CCCn1c(SCC(=O)c2ccc3c(c2)NC(=O)CO3)nc2ccccc21	?	.
17	CCOC(=O)c1c(NC(=O)CSc2nc(C)cc(C)c2C#N)sc(C(C)=O)c1C	?	.
32	CSc1ccc(CN(C)C(C)C(=O)NCc2ccccc2)cc1 (stereo not given)	-10%	-24
35	CNC(=O)NC(=O)CSc1cccc(C(F)(F)F)c1	?	.
42	COc1cccc(-c2nnc(SCC(N)=O)n2-c2ccc(Cl)cc2)c1	i	.

The list goes on.
cpd	SMILES	S3 lipid droplet	S3 lipid droplet cell count max
49	COc1ccc(CNC(=O)Cc2csc(NC(=O)Nc3ccccc3OC)n2)cc1	?	.
50	Cn1c(Br)nc2c1c(=O)n(Cc1ccccc1)c(=O)n2C	i	5
51	COc1ccc(C2(O)CCN(C(=O)c3ccc4c(c3)OCO4)CC2)cc1	?	.
52	CC(C)(C)NC(=O)NC(=O)CN1CCCCC1	?	.
53	CCOC(=O)/C(C#N)=C\c1ccc(N2CCN(C/C=C/c3ccccc3)CC2)cc1	?	.
54	CS(=O)(=O)Nc1cccc(C2=NN(C(=O)c3cccc(F)c3)C(c3cccs3)C2)c1 (stereo not given)	?	.
55	CCN1C(=O)c2ccc(C(=O)NCc3ccc4c(c3)OCO4)cc2C1=O	6%	-3
56	O=C(COC(=O)c1ccc(F)c(S(=O)(=O)N2CCOCC2)c1)NC1CC1	?	.
57	CCN1C(=O)[C@H]2[C@@H](c3ccc(-c4ccccc4)cc3)N3CCC[C@@]3(C(=O)OC)[C@H]2C1=O	?	.
58	C/C(=N\O)C1(C)N(O)C(C)(C)C(c2ccco2)=[N+]1[O-] (stereo not given)	-10%	-7
59	CCOC(=O)C1=C(N)OC2=C(C(=O)CC(C)(C)C2)C1c1ccco1 (stereo not given)	?	.
60	O=C(CSc1nc2ncc(Cl)cc2[nH]1)NC1CCS(=O)(=O)C1 (stereo not given)	?	.
61	Cc1ccc2[nH]c(=O)c(COC(=O)C3CCCCC3)cc2c1	11%	6
62	Nc1nnc(SCC(=O)Nc2ccccc2N2CCOCC2)s1	?	.
63	O=c1nc(NCc2ccco2)sc2ncccc12	?	.
64	COc1ccc(Oc2ccc(/C=N/NC(=O)c3cccnc3)cc2[N+](=O)[O-])cc1	?	.
65	CCN(CC)C(=O)C1CC(=O)N(c2ccc(OC)cc2)C1c1ccc(OC)cc1 (stereo not given)	-20%	-9
66	COc1ccc(N(C)S(=O)(=O)c2ccc3c(c2)NC(=O)CC(=O)N3)c(OC)c1	?	.
67	CCc1ccc(C(=O)CCC(=O)Nc2cccc(S(=O)(=O)N3CCCCC3)c2)cc1	?	.
68	Cc1c(NC(=O)c2cccc(NC(=O)c3ccco3)c2)cccc1C(=O)O	?	.
69	Cn1nnc2cc(C(=O)Nc3cccnc3)ccc21	?	.
70	Cc1cc(C)c2c(N)c(C(=O)Nc3ccc(F)cc3)sc2n1	-1%	11
71	COc1cc2c(cc1OC)C(C1C(=O)CC(C)CC1=O)N(C(=O)CCl)CC2 (stereo not given)	16%	7
72	O=C(COc1cccnc1[N+](=O)[O-])N1CCc2ccccc21	11%	.
73	O=C1c2ccccc2-n2c1nc1ccccc1c2=O	?	.
74	O=S(=O)([N-]c1nc2ccccc2nc1-[n+]1ccc(-c2ccncc2)cc1)c1ccccc1	?	.
75	Cc1ccc(S(=O)(=O)CC(=O)Nc2ccc(S(=O)(=O)Nc3onc(C)c3C)cc2)cc1	?	.
76	Cc1ccc(NC(=O)COC(=O)C2CCN(c3ccc(C(F)(F)F)cn3)CC2)cc1C	i	.
77	CNc1nc(SCc2ccccc2Cl)nc2c1CCCC2	?	.
78	Cc1cccc(Oc2ncnc3onc(C)c23)c1C	2%	1
79	CN(C)CCCN(C(=O)COc1ccccc1)c1nc2cc3c(cc2s1)OCCO3	?	.
80	CCOCC(=O)Nc1c(C(=O)Nc2ccc3c(c2)OCCO3)oc2ccccc12	?	.
81	O=C(NCC(c1ccco1)N1CCCCC1)c1cccnc1 (stereo not given)	-12%	-9
82	CCN(N)C(=S)Nc1ccc(F)cc1	?	.
83	Cc1ccc(-c2nnn3c2nc(NC(C)C)c2ccccc23)cc1	9%	-1
84	COc1ccc(S(=O)(=O)N2CCCC2C(=O)Nc2nc3c(s2)CCCC3)cc1 (stereo not given)	i	-23
85	CC1CC1C(=O)Nc1nc(-c2ccccc2)cs1 (stereo not given)	i	.
86	O=C(Cc1nnc(NC(=O)c2cccc([N+](=O)[O-])c2)s1)NCc1ccccc1	?	.
87	CNC(=S)N1CCC(n2cnc3ccccc32)CC1	?	.
88	CC(=O)c1ccc(N2CCN(CN3C(=O)CC4(CCCC4)C3=O)CC2)c(F)c1	?	.
89	O=C(c1cc2ccccc2o1)N1CCN(S(=O)(=O)c2ccc(Cl)s2)CC1	?	.
90	Cc1ccc(CN2CCN(CC(=O)N/N=C/c3ccccc3F)CC2)cc1	-12%	1
91	CCCCn1c(N)c(N(CCC(C)C)C(=O)CCCc2nc3ccccc3s2)c(=O)[nH]c1=O	-5%	-25
92	O=C(N/N=C1\CC2CC=CC12)c1ccccc1Cl (stereo not given)	?	.
93	COc1ccc(CCC(=O)NCc2cnn(C)c2)cc1	?	.
94	Cc1ccc(-c2cc(C(=O)N/N=C/c3c(C)nn(C)c3C)c3ccccc3n2)cc1C	?	.
95	O=C(NCc1ccccc1)C1CCC(CNS(=O)(=O)c2cccs2)CC1 (stereo not given)	?	.
96	Cc1cccc(N=Nc2c(C)nn(-c3ccccc3)c2N)c1C	?	.
97	CCc1cccc(OCCOCCN2CCCC2)c1	?	.
98	Cc1nc2c(=O)n(-c3ccc(F)c(Cl)c3)nc(C)c2s1	8%	13
99	COc1ccccc1NC(=O)CSc1nc(=O)n2cc(C)ccc2n1	?	.
100	N#CCC(=O)Nc1ccc(C(=O)N2CCN(c3ccccn3)CC2)cc1	?	.
101	CCOc1cc(N2CCOCC2)c(OCC)cc1NC(=O)CN1CCC(Cc2ccccc2)CC1	3%	10
102	CCCCNCC1CCCO1 (stereo not given)	-7%	7
103	Cc1c(NC(=O)COC(=O)CCc2c[nH]c3ccccc23)c(=O)n(-c2ccccc2)n1C	i	22
104	CCc1ccc(-n2nnnc2SCC(=O)NNC(=O)c2ccco2)cc1	11%	0
105	COc1ccccc1N(CC(=O)Nc1ccc2c(c1)OCO2)S(=O)(=O)c1ccccc1	?	.
106	Cn1c(NC(=O)c2ccc(Cl)cc2)cc(=O)n(C)c1=O	0%	27
107	CCN1CCN(c2ncc3c(n2)CC(c2ccc(OC)c(OC)c2)CC3=O)CC1 (stereo not given)	0%	1
108	NNc1nc(Nc2ccc([N+](=O)[O-])cc2)nc(N2CCCCCC2)n1	?	.

(list continues)
cpd	SMILES	S3 lipid droplet	S3 lipid droplet cell count max
109	N/C(=N\OC(=O)c1ccccc1Cl)c1cccc([N+](=O)[O-])c1	7%	-8
110	CC(Nc1ccc(Br)cn1)c1cc(Cl)ccc1O (stereo not given)	17%	-21
111	CCOC(=O)c1cnc2ccc(OCC)cc2c1NCc1ccccc1	?	.
112	CCCOc1ccc2c3c(c(=O)oc2c1OCCC)CCCC3	?	.
113	O=C(COc1ccc(S(=O)(=O)NC2CCCCC2)cc1)NC1CCCCC1	0%	-5
114	Oc1ccc(N=Nc2ccc3c(c2)OCCO3)c(O)c1	-5%	1
115	CC(C)(C)c1ccc(S(=O)(=O)NCC(=O)Nc2ccc(-c3nc4ccccc4s3)cc2)cc1	?	.
116	COc1ccc(-c2nn(-c3ccccc3)cc2C(=O)Nc2nccs2)cc1	i	-5
117	O=S(=O)(c1ccccc1)N1CCN(Cc2ccc(Cl)cc2)CC1	?	.
118	CCOc1ccc(N(CC)C(=O)COc2cc(=O)n(C)c3ccccc23)cc1	?	.
119	O=C(Cn1cnc([N+](=O)[O-])c1)Nc1ccccc1C(F)(F)F	29%	-3
120	CCCN1CNC(=S)N(c2ccc(C(=O)OCC)cc2)C1	-1%	0

Bioassay records as filed in PubChem.
